aSyn tox rescue – alpha-synuclein toxicity suppression in yeast. S. cerevisiae alpha-synuclein toxicity rescue, BacTiter-Glo growth, 24 h. Potency, µM (series often up to 46.1 µM), for inactives: at the highest dose growth rescue (activation), most hits filed as activators. actives 0.02% (n = 94,000); active = well fitted activation curve with a large enough effect; inconclusive = small, poorly fitted or top-dose-only effect; also: 0% is about no effect
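Growth restoration measured by BacTiter-Glo luminescence after 24 hr at 30 deg C; alpha-synuclein yeast, raffinose-pregrown to mid-log, were added at OD600=0.02 in galactose medium onto pinned compounds.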
Starred values were filed as active, the others as inactive; ? = inconclusive; & = joins results of further samples; [ ] = dose if it differs, or a comment. Potency is read from the fitted curve at half-maximal effect. These rows are one share of the data; the hit share may differ from the screen's.

SMILES,aSyn tox rescue
CCc1ccc(-n2nc(CO)c(C(=O)NC(C)c3ccc(Cl)cc3)n2)cc1 (configuration not stated),-3%
COc1ccc2c(c1)c(=O)c(C(=O)c1ccc(C)cc1)cn2Cc1ccccc1F,-3%
O=c1nc(SCc2c(F)cccc2Cl)nc(-c2ccc(Cl)cc2)[nH]1,10%
CC(=O)Nc1ccc(NC(=O)Cn2cc3c(n2)CCCCC3)cc1,-8%
O=C(COc1cccnc1[N+](=O)[O-])N1CCN(S(=O)(=O)c2ccc3ccccc3c2)CC1,-3%
Cc1ccnc(NC(=O)c2cccc(S(=O)(=O)N3CCOCC3)c2)c1,-3%
Cc1cc(C)c(S(=O)(=O)c2ccc(Cl)cc2)c(Cl)n1,10%
O=C(Nc1ccccc1C(=O)N1CCOCC1)c1ccc(CSc2ccccc2)cc1,8%
CC(OC(=O)CC(C)c1ccccc1)C(=O)Nc1ccc(Cl)cn1 (configuration not stated),6%
COc1cccc(C(=O)NCC(=O)OCC(=O)Nc2ncc(Cl)cc2Cl)c1,-2%
Cc1sc(C2C(C#N)=C(N)N(c3cccc(Cl)c3)C3=C2C(=O)CCC3)cc1CN1CCOCC1 (configuration not stated),-3%
COC(=O)c1ccc(NC(=O)c2cc(S(=O)(=O)N3CCc4ccccc43)cn2C)cc1,-15%
CC(=O)Nc1ccc(C(=O)N/N=C/c2ccccc2OCc2ccccc2)cc1,-3%
CC(C)c1ccc(CNc2nc(-c3ccco3)nn2C(=O)c2ccc([N+](=O)[O-])cc2)cc1,6%
CCOC(=O)C1CCN(S(=O)(=O)c2ccc(Cl)s2)CC1,1%
O=C(/C=C/c1ccccc1)OCCN=C1NS(=O)(=O)c2ccccc21,-9%
Cc1ccc2nc3c(cc(C(=O)NCC4CCCO4)c(=N)n3CC3CCCO3)c(=O)n2c1 (configuration not stated),1%
Cc1ccccc1-c1nc(CS(=O)(=O)CC(=O)NCCc2ccccc2)c(C)o1,8%
Cc1c(NC(=O)C(C)(C)C)cccc1-c1nc2ccccc2s1,3%
Cc1csc(=O)n1CCC(=O)OCc1nnc(-c2ccc(Cl)cc2)o1,-7%
COc1ccc(OC)c(S(=O)(=O)NCC(c2ccc(N(C)C)cc2)N2CCOCC2)c1 (configuration not stated),-12%
CCc1cccc(NC(=O)CSC2=Nc3ccccc3N=C(c3ccc(F)cc3)C2)c1,-3%
O=C(O)CC1(CC(=O)N2CCOCC2)CCCC1,-2%
COc1ccc(OCCC(=O)OCC(=O)Nc2cccc(S(=O)(=O)N3CCOCC3)c2)cc1,-9%
Cc1ccc2c(c1)N(C(=O)NCc1ccccc1)CCO2,-7%
Cc1cccc(OCC(=O)Nc2nnc(S(=O)(=O)N3CCCCCC3)s2)c1,1%
CC1=CC(C)(C)NC(=S)N1c1cccc2cc(S(=O)(=O)O)ccc12,7%
Cc1cccc(N2CCN(C(=O)c3ccc4nc(N5CCC(C)CC5)sc4c3)CC2)c1C,5%
Cn1c(=O)c2c(-c3ccccc3Br)n(C(C)(C)C)cc2n(C)c1=O,3%
Cc1ccc(C)c(Cn2c(C(=O)O)c(CNCc3cccs3)c3ccccc32)c1,-5%
Cc1ccc(NC(=O)Cn2ccsc2=N)c([N+](=O)[O-])c1,-5%
Cc1ccc(N(C)S(=O)(=O)c2nnc(NC(=O)c3ccco3)s2)cc1,-9%
CC(C)N=C1NN=C(c2cccs2)CS1,-13%
CCCC(CCC)=NNC(=O)c1ccccc1F,-5%
O=C(NC1CCN(C(=O)c2cccs2)CC1)c1ccccc1,-1%
C#CC1(NC(=S)Nc2cccc(OC)c2)CCCCC1,4%
CC(=O)c1ccc(N2CCN(C(=O)c3ccc(NC4=NC5CS(=O)(=O)CC5S4)cc3)CC2)cc1 (configuration not stated),5%
CN(C)c1ccc(C(=S)N2CCN(C(=S)Nc3ccc(Cl)cc3)CC2)cc1,-1%
Cc1nn(CCCC(=O)Nc2cccnc2)c(C)c1[N+](=O)[O-],7%
Cc1cc(C)c2c(=O)cc(C(=O)NCc3ccc(S(N)(=O)=O)cc3)oc2c1,1%
CCn1ccc2c(OCC(=O)Nc3ccc(C)c(Cl)c3)cccc2c1=O,23%
O=C(COc1ccc(F)cc1)Nc1ccc(OCc2cc(=O)n3ccsc3n2)cc1,-1%
COc1ccccc1OCc1nnc(-c2ccccc2)o1,3%
Cc1ccc(-n2c(=O)c3c(c4cc(C)ccc4n3C)n(CC(=O)Nc3c(C)cccc3C)c2=O)cc1,-10%
O=C(c1ccc([N+](=O)[O-])o1)N1CCOCC1,-7%
COc1ccc(NC(=O)/C=C/c2cccc(Br)c2)cn1,-22%
O=C(Nc1ccc(N2CCOCC2)cc1)C1CCN(S(=O)(=O)c2ccccc2F)CC1,-7%
COc1ccc2nc3sc(C(=O)Nc4ccccc4F)cc3cc2c1,-1%
Clc1ccc(N2CCN(c3ncnc4c3nc3n4CCCC3)CC2)cc1,5%
Cc1ccc2c(c1)CCO[C@]21O[C@H](CCO)C[C@H](O)[C@H]1O,-3%
CCCn1c(-c2cccc(Br)c2)nc2ccccc21,-4%
COc1ccc(CC(=O)NCCc2sc3nc(-c4ccc(OC)cc4)nn3c2C)cc1,-3%
CN1CCCN(S(=O)(=O)c2ccc3ccccc3c2)CC1,-2%
COc1ccc(CC(=O)Nc2cc(-c3nc4cccnc4s3)ccc2C)cc1,-18%
CCOc1ccccc1N(CC)C(=O)Nc1cn(C)c(=O)c2ccccc12,3%
CCC1CCc2c(sc(NC(=O)C3c4ccccc4Oc4ccccc43)c2C#N)C1 (configuration not stated),2%
Cc1ccccc1OCCSc1nnc(-c2ccc([N+](=O)[O-])cc2)o1,-8%
NCCS(=O)(=O)NC1CCCCC1,-1%
Cc1ccc(CN2CCN(Cc3cccn3-c3nccs3)CC2CCO)cc1 (configuration not stated),8%
COc1ccc(NC(=O)c2c(-c3ccc(C)cc3)nnc3ccccc23)cc1OC,8%

Single entries from the entries so far:
Result of `COc1ccc(CC(=O)Nc2cc(-c3nc4cccnc4s3)ccc2C)cc1` in aSyn tox rescue: -18%
Result of `Cc1ccc(CN2CCN(Cc3cccn3-c3nccs3)CC2CCO)cc1` (configuration not stated) in aSyn tox rescue: 8%
Result of `COc1ccc2nc3sc(C(=O)Nc4ccccc4F)cc3cc2c1` in aSyn tox rescue: -1%
Result of `Cc1ccccc1OCCSc1nnc(-c2ccc([N+](=O)[O-])cc2)o1` in aSyn tox rescue: -8%
Result of `NCCS(=O)(=O)NC1CCCCC1` in aSyn tox rescue: -1%
Result of `Clc1ccc(N2CCN(c3ncnc4c3nc3n4CCCC3)CC2)cc1` in aSyn tox rescue: 5%
Result of `COc1ccc(NC(=O)/C=C/c2cccc(Br)c2)cn1` in aSyn tox rescue: -22%

Additional entries follow:
SMILES,aSyn tox rescue
CC(NC(=O)c1ccco1)c1nc(-c2ccc(Cl)cc2)no1 (configuration not stated),2%
O=C(NCc1ccccc1)c1ccc(Br)cc1,-6%
NS(=O)(=O)c1ccc(NC(=S)N2CCC(O)CC2)cc1,-7%
CC(=O)c1ccc(NC(=O)CSc2nccn2Cc2ccc3c(c2)OCO3)cc1,-7%
Cc1cccc(C(=O)Nc2ccc(C(=O)N/N=C/c3ccc(C)o3)cc2)c1,2%
COc1ccc(C)cc1NC(=O)C(=O)NCCc1sc(-c2ccc(Cl)cc2)nc1C,0%
O=C(NCc1cccs1)C1CCCN1C(=O)Nc1ccc(F)cc1 (configuration not stated),4%
Cc1cccc(N2CCN(C(=O)CN3CCSc4ccccc43)CC2C)c1 (configuration not stated),?
O=S(=O)(NC1CCCCC1)c1ccc(Br)s1,6%
O=C(CSc1nccn1Cc1ccccc1)NCc1ccc(F)cc1,2%
CCC(=O)N1CCc2cc(S(=O)(=O)NC(CC(C)C)C(=O)NCCc3cccc(C)c3)ccc21 (configuration not stated),2%
CC(C)(C)Cc1c(-c2ccc(Br)cc2)nc2ccc(Br)cn12,-15%
Cc1cccc(NC(=O)C2CCN(S(=O)(=O)c3c(C)noc3/C=C/c3ccco3)CC2)c1,6%
COc1ccc(OC)c(CNC(=O)c2cnc(N(C)C)nc2)c1,10%
CCOc1ccc(NC(=O)Cn2sc3nc(C)cc(C)c3c2=O)cc1,-54%[inhibitor]
O=C(O)c1sccc1NC(=O)c1c(Cl)cccc1Cl,-4%
CC(C)c1ccc(C2C(C(=O)c3ccco3)=C(O)C(=O)N2CC2CCCO2)cc1 (configuration not stated),-9%
COc1cc(OC)c(Nc2cc(C)nc3nc(C)nn23)cc1Cl,-33%[inhibitor]
COc1ccc(N2CCN(c3csc4ccccc4c3=O)CC2)cc1,7%
CCC(C(=O)NCCc1ccc(Cl)cc1)n1ccc2cc(S(=O)(=O)N3CCCCC3)ccc21 (configuration not stated),2%
Cc1cccc(C)c1NC(=O)Cn1c(=O)n(CCCC(=O)NC2CCN(Cc3ccccc3)CC2)c(=O)c2ccccc21,5%
CC(C)(C)c1ccc(NC(=O)N2CCCN(c3c(Cl)cncc3Cl)CC2)cc1,11%
CCOC(=O)CC(NC(=O)c1cc2c(=O)n3cccc(C)c3nc2s1)c1ccc(OCC)c(OC)c1 (configuration not stated),-5%
Cc1ccc(C(=O)c2oc3ccccc3c2NC(=O)COc2ccc(C(C)C)cc2)cc1,-1%
COc1ccc(-c2nnc(C3CCN(C(=O)c4ccccc4F)CC3)o2)cc1,-4%
CCOCCCNC(=O)Cn1cc2c(n1)-c1c(oc(C(=O)N3CCCC3)c1C)CC2,3%&0%
CCOc1ccc(NC(=O)CCNC(=O)c2ccc(Br)cc2)cc1,-10%
Cc1nc(SCC(=O)NC(=O)NC(C)C)nc(C)c1C,12%
O=C(O)c1ccc2c(c1)S(=O)(=O)c1cc(N3CCN(c4cnccn4)CC3)ccc1C2=O,4%
CCn1ccc2c(OCC(=O)NCc3ccc(F)cc3)cccc2c1=O,3%
COc1ccc(CCn2c(-c3ccc(OC)cc3)nc3c(c(=O)c4ccccc4n3C)c2=O)cc1,18%
Cc1ccc(CN(C(=O)c2ccc(F)cc2)c2ccccn2)o1,9%
COc1cc(CNCCO)cc(Cl)c1OCc1ccccc1Cl,2%
Cn1c2ccccc2c2n[nH]c(=O)nc21,2%
Cc1ccc(NC(=O)c2cc3ccccc3oc2=O)cc1S(=O)(=O)N(C)C,2%
Cc1cc(C)c(NC(=O)c2cc3c(=O)n4ccccc4nc3n2C)c(C)c1,4%
COC(=O)CSc1[nH]c2ccccc2c1[N+](=O)[O-],2%
N#Cc1c(NC(=O)c2cc3nc(-c4ccc(Br)cc4)cc(C(F)(F)F)n3n2)sc2c1CCCC2,1%
Cc1cccc(N2CCN(c3ncnc4c3nc3n4CCCCC3)CC2)c1C,9%
Cc1cccc(CNC(=O)CSCc2cnn(-c3ccccc3)c2-n2cccc2)c1,0%
O=C(NCc1ccc(Cl)cc1)c1ccc2c(c1)NC(=O)C(CS(=O)(=O)Cc1ccccc1Cl)N2 (configuration not stated),-9%
O=C(Nc1ccc(S(=O)(=O)Nc2ncccn2)cc1)C1CC(=O)N(c2ccccc2)C1 (configuration not stated),-16%
Cc1ccn2c(=O)nc(SCC(=O)c3ccccc3)nc2c1,-3%
COC(=O)c1ccc(NC(=O)N2CCN(c3nnc(C)c4c(C)n(-c5ccccc5)nc34)CC2)cc1,1%
COc1cc(-c2noc(CCC(=O)NC3CCCCC3)n2)cc(OC)c1OC,2%

Four records drawn at random from the list so far, as already listed:
SMILES,aSyn tox rescue
Cc1cccc(CNC(=O)CSCc2cnn(-c3ccccc3)c2-n2cccc2)c1,0%
O=C(Nc1ccc(S(=O)(=O)Nc2ncccn2)cc1)C1CC(=O)N(c2ccccc2)C1 (configuration not stated),-16%
Cn1c2ccccc2c2n[nH]c(=O)nc21,2%
COc1cc(CNCCO)cc(Cl)c1OCc1ccccc1Cl,2%

(more compounds)
SMILES,aSyn tox rescue
CCCN(CCC)CCCNC(=O)c1cn(C)c2ccc(S(=O)(=O)N3CCOCC3)cc2c1=O,5%
CCc1ccc(-n2nc(C)c3c(C)cc(=O)n(CC(=O)Nc4ccccc4C(=O)OC)c32)cc1,-6%
COc1ccc(OCc2nc3c4c(-c5ccccc5)c(-c5ccccc5)oc4ncn3n2)cc1,-13%
O=C(c1cccc(Br)c1)N1CCCc2ccccc21,8%
CC(C)NC(=O)Nc1ccc2c(c1)C(=O)N([C@H](C)CO)C[C@H](C)[C@@H](CN(C)Cc1ccc3c(c1)OCO3)OCCCC[C@@H](C)O2,6%
COc1ccccc1OCC(=O)NCc1nc(-c2ccc(Cl)cc2)no1,-6%
Fc1ccc(CNc2ncnc3c2c(-c2ccccc2)cn3-c2ccccc2)cc1,-1%
Cc1c(C(=O)OC2CCCCCC2)[nH]c2c1C(=O)CC(c1ccc(N(C)C)cc1)C2 (configuration not stated),-13%
COc1ccc(C(=O)NCC(c2cccs2)S(=O)(=O)c2ccc(F)c(C)c2)cc1 (configuration not stated),2%
CCOC(=O)C1CCN(C(=O)c2cccc(S(=O)(=O)N3CCCc4ccccc43)c2)CC1,-51%[inhibitor]
COc1ccc(S(=O)(=O)c2c(C(=O)c3ccc(C)c(C)c3)cnc3ccc(C)cc23)cc1,6%
Cn1ncnc1SCc1cn2cccnc2n1,-2%
c1ccc(-c2ccc(-c3ccncn3)cc2)cc1,18%
O=S(=O)(NCCc1nnc2ccc(SCc3cccc(Cl)c3)nn12)c1ccccc1,3%
Cn1c(=O)c2cc(C(=O)N3CCN(c4cccc(C(F)(F)F)c4)CC3)sc2c2ccccc21,5%
COc1ccc(Cn2c(SCc3ccc(C(=O)NCCc4ccccc4)cc3)nc3cccnc32)cc1,-3%
Cc1ccc(C)c(NC(=O)CN(C)C(=O)c2ccc3[nH]c4c(c3c2)CC(C)CC4)c1 (configuration not stated),-4%

Screening data from PubChem.
